KOR beta-arrestin-1: KOR antagonists, beta-arrestin recruitment, cell-based, luminescence, uHTS (AID 1778). actives 0.091% (n = 290,000). KOR beta-arrestin recruitment, luminescence, antagonist mode; higher % means a stronger effect. inhibition, % at 10 µM, or IC50 in µM where a hit was titrated; also: strong numbers were not always called active
GPR35 arrestin U2OS: GPR35 antagonists blocking zaprinast-driven arrestin recruitment, primary screen, imaging, U2OS, beta-arrestin-GFP, zaprinast agonist (AID 2058). U2OS GPR35 beta-arrestin-GFP translocation imaging, zaprinast antagonism; higher % means a stronger effect. inhibition, % at 10 µM, or IC50 in µM where a hit was titrated. actives 0.052% (n = 290,000);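 active = inhibition of at least 50% with at least 30 cells and total cytoplasm GFP at most 10,000,000; inconclusive = under 30 cells or total GFP of 10,000,000 plus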
GPR55 antagonists: inhibition of LPI-stimulated GPR55 beta-arrestin translocation – imaging, U2OS, beta-arrestin-GFP, LPI agonist, primary screen (AID 2013). U2OS GPR55 beta-arrestin-GFP translocation imaging, LPI antagonism; higher % means a stronger effect. inhibition, % at 10 µM, or IC50 in µM where a hit was titrated. actives 0.13% (n = 290,000);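 active = spots per cell inhibited over 60%, with over 100 cells counted and total cytoplasm intensity under 500,000; inconclusive = wells with under 100 cells, flagged as likely toxic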;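 also: U2OS cells stably carrying GPR55 and arrestin-GFP stimulated by 5 µM LPI near EC80; imaged beta-arrestin-GFP aggregate spots per cell after agonist stimulation; plate controls were LPI-stimulated DMSO wells for no effect and DMSO wells without LPI for full effect; some results filed as inactive read as strong as hits; confirmed hits need IC50 under 10 µM and bright autofluorescent wells are also inconclusive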
NOD2 inhibition: NOD2 signaling inhibitors, cell-based, luminescence, uHTS, HEK293 (AID 1566). actives 0.63% (n = 290,000). HEK293 NOD2/NF-kB luciferase reporter, luminescence; higher % means a stronger effect. inhibition, % at 4 µM, or EC50 in µM where a hit was titrated; also: many of its hits are not listed in these tables
KOR beta-arrestin-2: kappa opioid receptor activators – cell-based, luminescence, uHTS, primary screen (AID 1777) | KOR beta-arrestin recruitment, luminescence; higher % means a stronger effect | one-dose activation, % at 10 µM; EC50 in µM for titrated hits | actives 0.02% (n = 280,000); in the data active = activation above about 50%, passing the limit was not always enough; also: a part of the inactive calls stands beside numbers as strong as those of hits
GPR55 beta-arrestin: selective activators of receptor GPR55 – imaging, U2OS cells, beta-arrestin-GFP redistribution, primary screen (AID 1961) | U2OS GPR55 beta-arrestin-GFP redistribution imaging; higher % means a stronger effect | one-dose activation, % at 10 µM; EC50 in µM for titrated hits | actives 0.048% (n = 290,000);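 active = activation above 40% with more than 50 cells counted in the well; inconclusive = wells holding fewer than 50 cells, flagged as toxic or sparse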;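 also: U2OS osteosarcoma cells stably expressing GPR55 and beta-arrestin-GFP; plate controls were DMSO negative control for no effect and LPI positive control for full effect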
Myeloid diff 2: myeloid differentiation induction; ER-HoxA9 myeloid progenitors, lysozyme-GFP differentiation, flow cytometry; calls only at 10 µM; actives 1% (n = 360,000);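 active = normalized GFP-positive differentiation at or above the plate's own cutoff, the solvent-only control mean plus 3 SD; inconclusive = no clear call, values can overlap the other calls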;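 also: cells exposed to compound for four days before flow analysis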
HIV fusion peptide: cell-free HIV fusion peptide-binding blockers – biochemical, uHTS, fluorescence dequenching, primary screen (AID 1986) | cell-free peptide binding, fluorescence dequenching, 30 min; higher % means a stronger effect | one-dose inhibition, % at 20 µM; IC50 in µM for titrated hits | actives 0.3% (n = 290,000); in the data active = inhibition mostly above about 52%, no sharp cut-off; inactive = mostly below about 76%; also: some results filed as inactive read as strong as hits
NOD1 NF-kB reporter: inhibition of NOD1-driven NF-kB reporter – cell-based, luminescence, uHTS, primary screen (AID 1578); NOD1-driven NF-kB luciferase reporter cells, luminescence; higher % means a stronger effect; actives 1% (n = 290,000); one-dose inhibition, % at 4 µM; EC50 in µM for titrated hits; in the data active = inhibition mostly above about 36%, no sharp cut-off; inactive = mostly below about 34%;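 also: HEK-293T reporter cells stimulated with the NOD1 agonist gamma-tri-DAP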
Myeloid diff 2 GFP+ MAC1+ %: second read-out of Myeloid diff 2, no call of its own (marks repeat the call); GFP+ MAC1+ double positive, %; measured here: differentiation confirmed by MAC1 staining
An asterisk follows results filed as active; i = inactive; ? = inconclusive; / = not tested or not shown; & = joins results of further samples; [ ] = remark or other dose. Rule as the data show it, unless noted: active = inhibition above about 50%; inactive = the rest. A portion of the library; rates above refer to the full screens.

1) COCCNC(=O)c1cc2c(-c3ccccc3F)nn(C)c2s1
2) CCn1cc(/C=C(\NC(=O)c2ccc(OC)c(OC)c2)C(=O)NCCN2CCOCC2)c2ccccc21
3) COc1ccc(N(C(=O)c2ccco2)C(C(=O)NC2CCCC2)c2ccc(N(C)C)cc2)cc1 (centres undefined)
4) Cc1ccnc(NS(=O)(=O)c2ccc(NC(=O)c3ccc(S(=O)(=O)N4CC(C)OC(C)C4)cc3)cc2)n1 (centres undefined)
5) CCCCc1nc2ccccc2c(NC(=O)CNC(C)(C)C)c1CCC
6) COc1ccc(OC)c2[nH]c(=O)c(CCNC(=O)COc3ccccc3)cc12
7) CCn1cc(S(=O)(=O)NCCc2ccc(OC)c(OC)c2)cn1
8) CN(C)CCCNC(=O)c1cc2c3ccccc3n(C)c2s1
compound no.	1	2	3	4	5	6	7	8
KOR beta-arrestin-1	-4%	-41%	-1%	8%	19%	0%	-10%	-103%
GPR35 arrestin U2OS	1%	-1%	22%	3%	0%	14%	-7%	5%
GPR55 antagonists	-8%	10%	15%	1%	-3%	-8%	4%	6%
NOD2 inhibition	6%	-9%	-10%	13%	19%	3%	13%	-12%
KOR beta-arrestin-2	-2.4%	0.5%	-6.7%	3.9%	2.0%	-0.6%	1.4%	4.2%
GPR55 beta-arrestin	-0.1%	-0.2%	-0.1%	-0.2%	0.6%	-0.1%	-0.2%	0.8%
Myeloid diff 2	i	i	i	i	i	i	?	i
Myeloid diff 2 GFP+ MAC1+ %	0.3	1.0	0.9	0.7	0.9	1.0	/	0.6
HIV fusion peptide	0.0%	1.0%	25%	1.8%	1.7%	-0.7%	1.4%	-2.1%
NOD1 NF-kB reporter	-23%	-28%	-2%	-25%	0%	13%	-24%	-3%

Of the compounds above, these contain four or more nitrogen atoms:
2) CCn1cc(/C=C(\NC(=O)c2ccc(OC)c(OC)c2)C(=O)NCCN2CCOCC2)c2ccccc21
4) Cc1ccnc(NS(=O)(=O)c2ccc(NC(=O)c3ccc(S(=O)(=O)N4CC(C)OC(C)C4)cc3)cc2)n1 (centres undefined)
compound no.	2	4
KOR beta-arrestin-1	-41%	8%
GPR35 arrestin U2OS	-1%	3%
GPR55 antagonists	10%	1%
NOD2 inhibition	-9%	13%
KOR beta-arrestin-2	0.5%	3.9%
GPR55 beta-arrestin	-0.2%	-0.2%
Myeloid diff 2	i	i
Myeloid diff 2 GFP+ MAC1+ %	1.0	0.7
HIV fusion peptide	1.0%	1.8%
NOD1 NF-kB reporter	-28%	-25%

Remaining list, next part:
9) COC(=O)c1sc(N)c(C(=O)OC)c1COC(=O)C1CC(=O)N(Cc2ccco2)C1 (centres undefined)
10) CCOC(=O)CN(C(=O)CNC(=O)c1cccs1)C(C(=O)NC1CCCCC1)c1cccnc1 (centres undefined)
11) COc1cc(Cl)c(C)cc1NC(=S)NN
12) COc1cc(C(=O)N(CCCO)Cc2cc3ccc(C)c(C)c3[nH]c2=O)cc(OC)c1OC
13) N#Cc1ccccc1CSc1nc2ncc(Br)cc2[nH]1
14) Cn1nnnc1NCc1c(F)cccc1Cl
15) CC(=O)c1ccc(N2CCC(C(=O)O)CC2)cc1
16) O=Cc1ccc(-c2ccccc2OC(F)(F)F)o1
compound no.	9	10	11	12	13	14	15	16
KOR beta-arrestin-1	-3%	-36%	0%	-14%	18%	-34%	29%	-26%
GPR35 arrestin U2OS	-11%	12%	11%	-4%	2%	-5%	-5%	19%
GPR55 antagonists	-1%	0%	4%	0%	13%	-18%	0%	11%
NOD2 inhibition	20%	5%	13%	3%	-4%	0%	3%	8%
KOR beta-arrestin-2	-0.2%	6.4%	1.0%	0.5%	-4.2%	-1.5%	-4.0%	-1.3%
GPR55 beta-arrestin	-0.1%	0.3%	1.5%	1.8%	0.2%	-0.1%	0.4%	-0.1%
Myeloid diff 2	i	i	i	i	i	i	i	i
Myeloid diff 2 GFP+ MAC1+ %	6.9	0.0	0.0	1.0	1.1&0.8	11	0.5	0.6
HIV fusion peptide	3.9%	1.6%	-1.0%	-0.4%	0.6%	-1.4%	-2.2%	2.0%
NOD1 NF-kB reporter	23%	-21%	-37%	-2%	-27%	-8%	-30%	-1%

17) CC12CC3CC(C)(C1)CC(C(=O)NCc1ccco1)(C3)C2
18) CC1CCN(C(=O)CCC(=O)Nc2nnc(C(F)(F)F)s2)CC1
19) COc1ccc(NC(=O)c2ccco2)cc1NC(=O)c1ccc(C#N)cc1F
20) COc1ccccc1-n1ccnc1SCC(=O)NCC1CCCO1 (centres undefined)
21) Cc1ccc(-c2cc(-c3ccccc3Cl)[nH]n2)c(O)c1
22) CN(C)c1ccc(N/C=C/C(=O)C(C)(C)C)cc1
23) COCCN(C(=O)COC(=O)C1(C)CC1(Cl)Cl)c1c(N)n(Cc2ccccc2)c(=O)[nH]c1=O (centres undefined)
24) O=C(NN1C(=O)c2ccccc2NC1c1ccccn1)c1ccccc1 (centres undefined)
compound no.	17	18	19	20	21	22	23	24
KOR beta-arrestin-1	8%	1%	8%	-18%	24%	6%	-27%	-10%
GPR35 arrestin U2OS	-3%	-8%	-6%	4%	2%	9%	14%	-6%
GPR55 antagonists	-2%	8%	14%	-4%	14%	-11%	-5%	-29%
NOD2 inhibition	8%	13%	11%	8%	-84%	-5%	-3%	-5%
KOR beta-arrestin-2	-5.0%	13%	2.3%	-0.5%	-3.2%	-3.1%	0.2%	-3.3%
GPR55 beta-arrestin	-0.7%	-0.3%	-0.1%	0.1%	-0.1%	0.5%	0.4%	-0.6%
Myeloid diff 2	i	i	i	i	i	i	i	i
Myeloid diff 2 GFP+ MAC1+ %	0.2	4.8	1.1	0.5	4.4	0.0	0.6	0.9
HIV fusion peptide	-1.7%	0.4%	0.9%	-1.0%	9.1%	-1.8%	-1.2%	-3.6%
NOD1 NF-kB reporter	-26%	33%	-31%	-12%	-53%	-23%	-2%	1%

25) O=C(Nc1ccc2c(c1)OCCO2)C1CCN(S(=O)(=O)Cc2ccccc2)CC1
26) CC(=O)Nc1nnc(SCC(=O)N2CCN(Cc3ccccc3)CC2)s1
27) CCCc1cc(=O)oc2c3c(cc(OCC(=O)NCc4ccccn4)c12)OC(C)(C)CC3
28) O=C(NCc1cccc(F)c1)C1CCC(=O)N(CC2CCCCC2)C1 (centres undefined)
29) CCC(CC)C(=O)c1c[nH]c(C(=O)NCc2cccs2)c1
30) O=C(CC1C(=O)NCCN1C(=O)c1ccc(F)cc1)OCc1ccccc1 (centres undefined)
31) CC(C)OC(=O)c1ccc2nc3ccccc3nc2c1
32) CCCC1(C(=O)OC)NC(c2ccco2)C2C(=O)N(C)C(=O)C21 (centres undefined)
compound no.	25	26	27	28	29	30	31	32
KOR beta-arrestin-1	9%	-4%	-32%[20 µM]	-19%	2%[20 µM]	19%	-9%	-1%[20 µM]
GPR35 arrestin U2OS	9%	14%	5%	-6%	-9%	5%	12%	19%
GPR55 antagonists	4%	11%	-10%	-4%	-5%	10%	4%	5%
NOD2 inhibition	16%	13%	10%	7%	6%	6%	-126%	10%
KOR beta-arrestin-2	14%	-0.2%	7.0%	2.8%	-7.1%	2.8%	-6.3%	/
GPR55 beta-arrestin	0.2%	-0.3%	0.2%	0.0%	0.2%	-0.1%	0.0%	-0.1%
Myeloid diff 2	i	i	i	i	i	i	i	i
Myeloid diff 2 GFP+ MAC1+ %	1.4	1.4	2.2	5.0	0.1	0.5	0.7	0.6
HIV fusion peptide	2.7%	0.1%	2.0%	2.0%	0.5%	-0.9%	-3.0%	-1.0%
NOD1 NF-kB reporter	9%	-5%	-11%	-22%	-32%	-4%	0%	-21%

33) Cc1ccc(NC(=O)C2CC3CCC2C3)c(Br)c1 (centres undefined)
34) COc1ccc(NC(=O)C2CCN(C(=O)C3CC(=O)N(c4ccc(C)cc4)C3)CC2)c(OC)c1 (centres undefined)
35) O=C(c1cc(-c2ccc(Cl)cc2Cl)on1)N1CCN(C(=O)c2ccco2)CC1
36) Cc1cccc(CN2CCC(Oc3ccc(C(=O)N4CCCCC4)cc3)CC2)c1
37) COC(=O)c1cccc(CSc2nnc(C)s2)c1
38) O=[N+]([O-])c1cc(S(=O)(=O)Nc2ccc(Cl)cc2)ccc1N/N=C/c1ccncc1
39) CC(=O)N1c2ccc(S(=O)(=O)N(C)CC(=O)NCc3ccccc3)cc2CC1C (centres undefined)
40) COc1cccc(-n2c(SCC(=O)NCC3CCCO3)nc3c(c2=O)SCC3)c1 (centres undefined)
compound no.	33	34	35	36	37	38	39	40
KOR beta-arrestin-1	-15%[20 µM]	0%	-59%	-24%	-37%	-7%	-20%	10%
GPR35 arrestin U2OS	-2%	-5%	0%	10%	-4%	13%	-1%	3%
GPR55 antagonists	2%	4%	-11%	-1%	3%	6%	5%	3%
NOD2 inhibition	-5%	-13%	-4%	7%	-41%	11%	9%	8%
KOR beta-arrestin-2	-3.3%	1.7%	10%	6.2%	2.6%	2.3%	1.3%	-4.9%
GPR55 beta-arrestin	0.4%	0.0%	-0.1%	-0.1%	0.1%	0.4%	0.3%	0.0%
Myeloid diff 2	i	i	i	i	i	i	i	i
Myeloid diff 2 GFP+ MAC1+ %	0.7	0.7	1.3	1.0	1.0	0.2	6.1	0.6
HIV fusion peptide	-1.0%	-1.8%	-1.8%	1.6%	2.7%	-0.4%	1.2%	-1.0%
NOD1 NF-kB reporter	-36%	-14%	16%	14%	-44%	-47%	2%	-5%

Entries of single compounds as entered above. Screens in order: KOR beta-arrestin-1	GPR35 arrestin U2OS	GPR55 antagonists	NOD2 inhibition	KOR beta-arrestin-2	GPR55 beta-arrestin	Myeloid diff 2	Myeloid diff 2 GFP+ MAC1+ %	HIV fusion peptide	NOD1 NF-kB reporter
Profile of COc1ccccc1-n1ccnc1SCC(=O)NCC1CCCO1 (centres undefined) : -18%	4%	-4%	8%	-0.5%	0.1%	i	0.5	-1.0%	-12%
Profile of Cc1ccnc(NS(=O)(=O)c2ccc(NC(=O)c3ccc(S(=O)(=O)N4CC(C)OC(C)C4)cc3)cc2)n1 (centres undefined) : 8%	3%	1%	13%	3.9%	-0.2%	i	0.7	1.8%	-25%
Profile of Cc1ccc(-c2cc(-c3ccccc3Cl)[nH]n2)c(O)c1 : 24%	2%	14%	-84%	-3.2%	-0.1%	i	4.4	9.1%	-53%
Profile of COc1ccc(OC)c2[nH]c(=O)c(CCNC(=O)COc3ccccc3)cc12 : 0%	14%	-8%	3%	-0.6%	-0.1%	i	1.0	-0.7%	13%
Profile of COc1cccc(-n2c(SCC(=O)NCC3CCCO3)nc3c(c2=O)SCC3)c1 (centres undefined) : 10%	3%	3%	8%	-4.9%	0.0%	i	0.6	-1.0%	-5%
